Screening results (PubChem)
NOD2 RIPK2 PPI: inhibitors of human NOD2-RIPK2 interaction | CHO BLA complementation NOD2-RIPK2, CCF4 ratio | AID 624267 | O43353 | inhibition, % at 4.98 µM | 0.38% of 360,000 active; in the data active means inhibition above about 21%;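 further: 0% = vehicle only and 100% = reference blocker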
NCOA2 inhibitor: human SRC2 (NCOA2) inhibition; Q15596; HEK293 GAL4-SRC2 luciferase reporter, luminescence; inhibition, % at 9 µM; 0.17% of 370,000 active; AID 651957;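 active means inhibition above the mean inhibition of all tested compounds plus 3 SD, set per campaign, cut at about 52% in these data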;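 further: 0% = DMSO treated cells and 100% = cells given Gossypol at 36 µM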
TWEAK Fn14 block: blocks TWEAK-Fn14 interaction in a reporter cell assay. TWEAK-stimulated Fn14 reporter cells, luciferase luminescence, 8 h. inhibition, % at 10 µM. 2% of 360,000 active; in the data active means inhibition above about 50%
NR2F2 inh: inhibitors of human COUP-TFII (NR2F2) | P24468 | HEK293T NGFI-A luciferase reporter, luminescence | inhibition, % at 8.6 µM | 0.7% of 370,000 active | AID 686940;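 active means inhibition above a per-plate cutoff, mean inhibition of test wells between control levels plus 3 SD, cut at about 38% in these data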;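 further: cells cotransfected with COUP-TFII expression vector driving the NGFI-A reporter; 0% = median of COUP-TF2 test wells and 100% = reporter-only cells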
NR5A2 inv ag: suppresses constitutive activity of human LRH-1 | 0.13% of 360,000 active | AID 602396 | inhibition, % at 3.6 µM | O00482 | HEK293T StAR-luciferase reporter, LRH-1 transfected, 24 h;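 active means inhibition above the mean inhibition of all tested compounds plus 3 SD, cut at about 73% in these data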;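 further: 0% = DMSO wells and 100% = reporter-only cells lacking LRH-1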
ABHD5 PLIN5 PPI: ABHD5-PLIN5 protein interaction inhibition; Q00G26+Q8WTS1; Split G. princeps luciferase complementation, luminescence, 4 h; inhibition, % at 4 µM; 0.78% of 360,000 active; AID 602281;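 active means inhibition above the mean inhibition across every tested compound plus 3 SD, cut at about 22% in these data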;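 further: 0% = DMSO only wells and the 100% control is not disclosed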
Granule exo inh: blocks lytic granule exocytosis | TALL-104 LAMP-1 surface exposure, flow cytometry; cells stimulated with thapsigargin and PMA | inhibition, % at 10 µM | 0.66% of 360,000 active | AID 651702;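 active means inhibition above about 55%, limit read from the data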
TROY signal inh: blocks TROY-dependent signaling in reporter cells. Q293 LMP1-TROYcd NF-kB luciferase reporter, 4 h. inhibition, % at 10 µM. 0.98% of 360,000 active. AID 1347056;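 active means compounds whose plate-normalised and pattern-corrected inhibition of the luciferase reporter signal at the single screening dose is 50% or more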
NCOA3 inh: human NCOA3 inhibition | inhibition, % at 3.6 µM | HEK293 GAL4-SRC3 luciferase reporter, luminescence | Q9Y6Q9 | 0.17% of 360,000 active;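 active means inhibition above a per-campaign cutoff, the mean of all compounds plus 3 SD, cut at about 60% in these data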;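 further: 0% = DMSO-treated cells and 100% = gossypol-treated cells at 36 µM; higher means less SRC3-driven luciferase light from the GAL4 reporter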
NCOA1 inh: inhibits human SRC1 coactivator | Q15788 | HEK293 GAL4-SRC1 luciferase reporter, luminescence | inhibition, % at 3.6 µM | 0.12% of 360,000 active;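 active means inhibition above the campaign mean plus 3 SD, with each screening campaign given its own cutoff, cut at about 60% in these data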;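 further: 0% = DMSO treated cells and 100% = gossypol at 36 µM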
Target sequence (Q15788 whole entry, looked up, the tested form may be a part): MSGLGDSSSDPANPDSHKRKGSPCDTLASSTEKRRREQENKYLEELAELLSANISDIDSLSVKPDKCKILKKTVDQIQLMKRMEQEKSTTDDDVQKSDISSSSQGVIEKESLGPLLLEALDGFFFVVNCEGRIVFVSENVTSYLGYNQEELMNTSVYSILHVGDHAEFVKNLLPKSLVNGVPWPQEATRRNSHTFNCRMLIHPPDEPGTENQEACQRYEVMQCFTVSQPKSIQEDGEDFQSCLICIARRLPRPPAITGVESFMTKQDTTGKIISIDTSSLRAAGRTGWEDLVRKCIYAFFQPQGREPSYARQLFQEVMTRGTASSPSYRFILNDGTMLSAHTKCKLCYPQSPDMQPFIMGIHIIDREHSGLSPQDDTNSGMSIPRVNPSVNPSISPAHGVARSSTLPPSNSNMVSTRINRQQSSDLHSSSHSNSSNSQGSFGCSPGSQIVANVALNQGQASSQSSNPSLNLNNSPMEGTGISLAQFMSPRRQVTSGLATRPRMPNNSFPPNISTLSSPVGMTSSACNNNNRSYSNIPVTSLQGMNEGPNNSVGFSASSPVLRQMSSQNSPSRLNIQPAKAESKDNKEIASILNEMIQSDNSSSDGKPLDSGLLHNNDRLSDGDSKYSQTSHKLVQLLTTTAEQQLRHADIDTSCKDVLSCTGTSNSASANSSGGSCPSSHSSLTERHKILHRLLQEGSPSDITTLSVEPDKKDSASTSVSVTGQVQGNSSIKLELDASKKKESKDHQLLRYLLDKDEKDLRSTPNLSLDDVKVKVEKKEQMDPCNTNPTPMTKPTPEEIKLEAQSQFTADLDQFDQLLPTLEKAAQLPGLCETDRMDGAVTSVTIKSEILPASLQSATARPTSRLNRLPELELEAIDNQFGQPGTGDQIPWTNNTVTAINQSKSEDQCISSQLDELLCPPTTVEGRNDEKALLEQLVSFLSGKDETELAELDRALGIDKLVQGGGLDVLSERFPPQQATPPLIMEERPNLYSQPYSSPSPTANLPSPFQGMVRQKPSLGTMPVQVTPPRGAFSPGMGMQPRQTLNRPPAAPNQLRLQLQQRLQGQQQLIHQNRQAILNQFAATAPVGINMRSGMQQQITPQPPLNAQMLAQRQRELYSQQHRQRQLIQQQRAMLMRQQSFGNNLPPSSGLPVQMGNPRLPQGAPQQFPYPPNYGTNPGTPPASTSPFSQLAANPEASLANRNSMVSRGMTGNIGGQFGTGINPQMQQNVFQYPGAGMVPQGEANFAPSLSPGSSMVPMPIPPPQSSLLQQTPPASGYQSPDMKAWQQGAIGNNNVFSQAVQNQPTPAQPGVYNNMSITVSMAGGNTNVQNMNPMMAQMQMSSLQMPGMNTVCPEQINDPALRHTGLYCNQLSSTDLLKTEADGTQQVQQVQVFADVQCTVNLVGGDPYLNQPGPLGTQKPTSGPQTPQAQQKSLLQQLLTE
TLR9-MyD88 block: blocks human TLR9 binding to MyD88. Q9NR96+Q99836. CHO BLA complementation TLR9-MyD88, CCF4 FRET ratio. inhibition, % at 4.98 µM. 0.21% of 340,000 active;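 active means inhibition above the mean over all tested compounds plus 3 SD, cut at about 21% in these data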;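 further: 0% = DMSO only wells and 100% = clavulanate BLA inhibitor control wells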
* marks the source's active call; other numbers are inactive results; x = not tested or not shown; & = joins results of further samples. The list is partial. The share of hits here may be higher or lower than overall.

SMILES	NOD2 RIPK2 PPI	NCOA2 inhibitor	TWEAK Fn14 block	NR2F2 inh	NR5A2 inv ag	ABHD5 PLIN5 PPI	Granule exo inh	TROY signal inh	NCOA3 inh	NCOA1 inh	TLR9-MyD88 block
COc1ccc(OC)c(CCNC(=O)c2ccc3c(c2)N(Cc2ccccc2)CCS3)c1	-4	-6	9	-3	-11	-1	10	22	14	3	-8
O=C(c1cnn2c(C(F)(F)F)cc(-c3cccs3)nc12)N1CCN(C(c2ccccc2)c2ccccc2)CC1	3	-9	28	3	8	1	2	0	3	1	-1
COc1cc(NC(=O)C2CCN(S(=O)(=O)c3cccs3)CC2)cc(OC)c1	0	-6	4	14	-1	-1	-5	6	-18	2	-1
O=C(Nc1ccc(N2CCCCC2)cc1)C(Cl)c1ccccc1 (stereo not given)	6	-75	14	-46	-62	1	-3	12	-88	-100	-4
CC(=O)N1c2ccc(S(=O)(=O)N3CCCC3C(=O)NCc3ccccc3Cl)cc2CC1C (stereo not given)	-8	5	-5	10	0	-4	0	4	1	8	-2
O=C(CSC(=S)N1CCCCC1)Nc1ncc2c(n1)CC(c1ccco1)CC2=O (stereo not given)	-16	5	4	6	12	1	3	9	3	-13	x
COc1ccc(CSc2nc3ccccc3c(=O)n2CCCN2CCOCC2)cc1F	-1	-9	-27	-9	0	7	5	-20	18	13	-9
CN(C)CCCCOc1ccccc1F	-9	6	-5	-22	-4	5	-2	-5	-11	-10	-4
Cc1ccc(C)n1NC(=O)c1cccs1	-1	-29	7	-6	8	18	-1	5	-9	-18	-9
COc1ccc(N2CCN(CCC(O)c3ccc4ccccc4c3)CC2)cc1 (stereo not given)	1	-16	12	-4	23	11	38	7	12	1	1
CN(Cc1cccs1)C(=O)/C=C/c1ccccc1[N+](=O)[O-]	-9	-5	9	-8	-24	-11	-14	-50	1	-26	3
CC(C)(C)NC(=O)C1c2ccccc2OCC(=O)N1CCCN1CCOCC1 (stereo not given)	-8	-23	-13	4	-7	6	0	4	x	x	x
CCn1ncc(/C=N\NC(=O)c2ccc3c(c2)c(C)c(C)n3Cc2ccccc2)c1C	5	-7	-22	7	4	-2	3	9	12	-3	0
COC(=O)c1[nH]c2ccc(Cl)cc2c1NC(=O)CN1CCc2cc(OC)c(OC)cc2C1	-9	-6	38	7	-12	17	-3	25	-8	-1	-2
Cc1ccc(S(=O)(=O)NC(=O)Cn2nnc(-c3ccccc3)c2COc2ccc3ccccc3c2)cc1	-5	1	1	-7	23	-2	-8	6	6	6	x
O=C1CN(C(=O)c2cc([N+](=O)[O-])ccc2Cl)C(c2ccc(F)cc2)c2cc(F)ccc2N1 (stereo not given)	0	3	12	-5	3	-2	-4	-1	-11	9	-16
COc1cc(C2NC(=O)C(C#N)=C(S)N2c2ccc(C)cc2)ccc1OC(C)C (stereo not given)	2	-18	6	-5	-25	-6	14	-27	18	-10	14
COc1cc(NC(=O)c2csc(-c3ccncc3)n2)cc(C(=O)Nc2cccc(C(F)(F)F)c2)c1	-10&-4	-6&-37	22&9	10&7	13&16	6&-1	0&12	15&-6	-16&18	1&8	-12&3
COc1ccc(C(C#N)=C2C=CC(=NO)c3ccccc32)cc1	9	24	88*	-51	26	3	12	70*	18	-3	x
COc1ccc(NS(=O)(=O)c2ccc(C)c(C(=O)NCC(c3cccs3)N3CCOCC3)c2)cc1 (stereo not given)	-5	-17	13	0	-11	-7	-1	12	-8	1	-7
NC(=O)NCc1cccnc1	5	-27	-7	-15	4	-9	-3	-5	12	-7	5
CCN(CC(=O)Nc1ccc(NC(C)=O)cc1)C(=O)C1COc2ccccc2O1 (stereo not given)	-11	-21	-4	1	6	4	1	-11	0	-7	-1
Cc1cc(C)n(-c2ncc(-c3ccccc3)nn2)n1	-16	-54	-29	-11	-11	-6	3	-37	-23	-21	-4
COc1ccc(NC(=O)CSc2cc(C)ccc2C)cn1	16	-28	20	2	1	-3	-6	-2	-9	-3	-3
CC1(C(=O)NS(=O)(=O)c2ccc(C#N)cc2)CCN1C(=O)CCc1ccc(Cl)cc1Cl (stereo not given)	-1	4	0	-14	-2	-3	-8	-11	-5	-17	x
(next part)
SMILES	NOD2 RIPK2 PPI	NCOA2 inhibitor	TWEAK Fn14 block	NR2F2 inh	NR5A2 inv ag	ABHD5 PLIN5 PPI	Granule exo inh	TROY signal inh	NCOA3 inh	NCOA1 inh	TLR9-MyD88 block
CCOc1ccc(-c2nnn(CC#N)n2)cc1OC	-4	-35	-9	-18	-5	-2	1	1	-22	-9	-1
Cn1cc(C=O)c2cc(S(=O)(=O)N3CCOCC3)ccc21	-3	-9	17	-8	6	4	-1	10	8	8	-12
CCCCNC(=O)CN(c1ccc(Cl)c(Cl)c1)S(C)(=O)=O	-3	-16	-3	0	-1	2	-4	-9	-5	-17	6
CC(Nc1nc(-c2ccc3c(c2)NC(=O)CO3)cs1)c1ccccc1 (stereo not given)	-6	-23	-3	-16	4	-4	27	9	5	-13	11
CC(=O)N1CC[n+]2c(-c3ccc(Cl)cc3Cl)csc21	7	2	-8	2	15	-20	8	-11	-4	-8	1
Cc1ccc(-n2[nH]c(C)c(C=Nc3ccc4[nH]c(=O)[nH]c4c3)c2=O)cc1C	-5	-26	-1	-28	9	5	-1	-27	-17	-14	10
CC1=C(C)CC(C(=O)c2ccccc2)C(C(=O)O)C1 (stereo not given)	-3	-15	-16	-3	15	-3	-3	-7	5	2	-5
C=CCn1c(-c2cccn(Cc3ccccc3)c2=O)n[nH]c1=S	-8	-7	-13	11	15	-8	1	5	-11	-23	2
CCCN1CCN(C(=O)c2oc3c(Cl)cccc3c2C)CC1	-8	-5	-23	-1	-3	-9	3	7	13	16	-6
CC1CCc2c(nc3ncnn3c2N2CCN(c3ccccc3F)CC2)C1 (stereo not given)	5	-6	3	-12	-12	0	-3	2	9	2	7
Cc1ccc(NC=C(S(=O)(=O)c2ccccc2)S(=O)(=O)c2ccccc2)c(C)c1	-3	1	-16	-4	18	1	0	-48	11	2	2
COc1ccc(CN2C(=O)CC(Cc3cc(C)cc(C)c3)C2=O)cc1OC (stereo not given)	-5	12	-10	5	18	1	4	15	6	3	1
Fc1ccc(NCc2cccnc2)cc1F	-12	0	-7	-3	-13	1	-2	-14	4	2	-7
CN(C)CCNS(=O)(=O)c1ccc(N2CCN(c3ccc(F)cc3)CC2)c([N+](=O)[O-])c1	13	11	5	3	3	21	36	8	6	10	1
O=C(NCc1ccccc1)C1c2ccccc2OCC(=O)N1Cc1ccccc1 (stereo not given)	0	-3	-3	15	3	-1	-11	-13	x	x	x
CC(=O)c1ccc(-c2cnc3c(NC=O)cc(-c4ccc(N5CCN(C)CC5)cc4)cn23)cc1	0	-73	-55	-45	-24	9	19	46	-92	-31	x
COC(=O)c1cn(NC(=O)C2CCC(C)CC2)c(=O)c2ccccc12 (stereo not given)	4	-20	-4	-20	-9	1	4	2	9	-3	-2
COC(=O)Nc1ccc(S(=O)(=O)N2CCC(C(=O)N3CCC(C)CC3)CC2)cc1	-16	15	2	13	5	0	-1	-4	18	13	-3
O=C(Cc1ccc([N+](=O)[O-])cc1)c1c(O)cc(O)cc1O	-3	-17	-15	-16	3	-2	0	-8	-5	2	0
COc1ccc(CNC(=O)c2c(C)nc3ccccn23)cc1	4	7	10	18	-2	-2	-1	-1	7	-9	8
O=C(NCC1CCCO1)c1cc2n(n1)C(C(F)(F)F)CC(c1ccc(Br)cc1)N2 (stereo not given)	6	1	4	4	-12	0	-1	-18	2	1	8
Cc1c(NC(=O)c2cc(-c3ccc(F)cc3)on2)c(=O)n(-c2ccccc2)n1C	2	4	2	15	7	-4	-12	9	-12	-13	3
Cc1ccccc1C(=O)NCC(=O)NNC(=S)NC(=O)c1ccccc1C	-8	-9	1	0	17	-4	-1	5	8	-42	8
CC1CCN(C(=O)Cn2cc(C(=O)c3ccco3)c3ccccc32)CC1	-2	3	-11	-2	-4	1	0	3	-4	4	-1
O=C1OCc2cc(NC(=O)C3COc4ccccc4O3)ccc21 (stereo not given)	-18	6	-15	-5	-19	-3	0	-9	2	-10	-3
(further entries)
SMILES	NOD2 RIPK2 PPI	NCOA2 inhibitor	TWEAK Fn14 block	NR2F2 inh	NR5A2 inv ag	ABHD5 PLIN5 PPI	Granule exo inh	TROY signal inh	NCOA3 inh	NCOA1 inh	TLR9-MyD88 block
Cc1ccc2c(CN3CCN(c4ccc(Cl)c(Cl)c4)CC3)cc(=O)oc2c1	-13	-30	-18	13	27	3	0	17	12	-11	x
CC(/C=C/c1ccco1)=N/NC(=O)CNc1ccccc1C	15	2	4	0	10	4	1	0	-7	0	3
O=c1[nH]c2ccc(Cl)cc2c(-c2ccccc2)c1CN1CCOCC1	-12	-14	-3	1	-3	3	-5	0	10	-5	7
O=C1S/C(=C\c2ccccc2)C(=O)N1CC(O)Cn1c2ccccc2c2ccccc21 (stereo not given)	-7	6	8	-6	-8	4	1	17	-1	12	-4
Cc1nn2c(=O)c3c4c(sc3nc2n1-c1ccccc1)COC(C)(C)C4	-14	26	-32	10	24	2	-2	-1	2	4	x
O=C(CNCc1ccc(Cl)cc1)Nc1ccc2c(c1)OCCO2	3	-15	-19	-26	-14	0	-8	-34	-11	-37	-7
Cc1cc(NC(=O)CCC(=O)N(CC(=O)NC2CCCC2)Cc2ccc(F)cc2)no1	-2	5	2	8	-11	6	0	5	7	-2	-1
CC1(C)Cc2c(sc3[nH]c(=S)[nH]c(=O)c23)CO1	-3	9	21	1	3	-8	1	5	15	-12	12
CN(C)/C=C/C(=O)c1cnc(-c2ccccc2Cl)s1	0	-51	1	-19	-81	1	2	-32	-91	-111	1
CCn1c(COc2ccccc2C)nnc1SCC(=O)NC1CCCC1	-1	-18	-9	11	9	-2	1	-3	5	4	2
O=c1oc2ccc(C#CC3(O)CCCCC3)cc2cc1-n1cc(-c2ccsc2)nn1	-5	-2	-1	2	8	5	0	17	-5	-4	0
CC(C)(C)OC(=O)COc1cc(OCC(=O)OC(C)(C)C)c2c(=O)cc(-c3ccccc3)oc2c1	2	2	32	15	34	6	-3	38	22	10	0
Cc1cc(F)ccc1-c1cc(C(=O)NCc2ccc(C(F)(F)F)cc2)[nH]n1	4	-4	-5	10	10	-6	-6	25	11	-25	x
CCc1[nH]nc2c1C1(CCN(C(=O)OCc3ccccc3)CC1)C(C#N)=C(N)O2	-10	-15	-4	15	-18	1	-1	-17	-11	-23	3
Cn1cccc1C(=O)NC(=O)COC(=O)CNS(=O)(=O)c1ccc(Br)cc1	-7	-5	-14	1	13	-3	2	0	4	-7	8
COc1ccccc1-c1ccc(SCC(=O)Nc2cc(C)on2)nn1	-4	10	-2	2	-4	5	1	7	-15	-2	0
Cc1ccc(CC2(C)C(=O)Nc3c(Cl)cccc32)cc1 (stereo not given)	-2	-6	8	16	-2	1	-6	-1	7	4	x
Cc1cc(Br)ccc1SCC(=O)OCC(=O)c1c(N)n(C)c(=O)n(C)c1=O	-7	-25	1	9	0	0	-3	-13	11	-49	-3
CCCc1cc(C(=O)Nc2cccc(Cl)c2C)no1	0	-56	-24	-9	-70	7	-2	-36	-54	-24	-3
